Screening data as filed in PubChem.
Rv3671c protease = Rv3671c serine protease inhibitors, primary screen, biochemical, fluorescence polarization, M. tuberculosis H37Rv. P9WHR9. actives 0.048% (n = 320,000). inhibition, % at 5.96 µM; in the data active = inhibition above about 38%;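 note: extracellular domain of Rv3671c used as enzyme; 0% = enzyme with DMSO and 100% = no enzyme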
Target sequence (P9WHR9 whole entry, looked up, the tested form may be a part): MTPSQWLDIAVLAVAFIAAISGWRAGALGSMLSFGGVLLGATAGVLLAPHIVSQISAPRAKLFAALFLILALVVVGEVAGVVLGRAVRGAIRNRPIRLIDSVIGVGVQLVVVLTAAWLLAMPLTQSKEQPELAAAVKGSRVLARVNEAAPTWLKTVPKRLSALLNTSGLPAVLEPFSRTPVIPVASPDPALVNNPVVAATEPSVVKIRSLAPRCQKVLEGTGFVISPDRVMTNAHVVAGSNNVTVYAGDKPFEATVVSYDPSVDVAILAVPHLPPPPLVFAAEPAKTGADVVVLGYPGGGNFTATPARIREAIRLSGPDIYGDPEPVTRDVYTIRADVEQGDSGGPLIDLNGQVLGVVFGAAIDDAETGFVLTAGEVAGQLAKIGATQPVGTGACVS
Anthrax LF prot = Bacillus anthracis LF protease inhibitors, primary screen, biochemical, multiplex microsphere, MLPCN library | multiplex microsphere protease cleavage assay | inhibition, % at 10 µM | actives 0.12% (n = 360,000) | AID 588501, 2011; in the data active = inhibition above about 30%; note: plate controls were buffer without enzyme for full effect and enzyme alone for no effect
PfHsp40 rescue = rescue of yeast from PfHsp40 toxicity, primary screen, S. cerevisiae, ATP luminescence | actives 0.68% (n = 340,000) | AID 504582, 2011 | growth rescue, % at 12.5 µM | S. cerevisiae expressing PfHsp40, growth rescue; in the data active = growth rescue above about 28%, passing the limit was not always enough;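 note: yeast W303a lacking pdr1 and pdr3 grown in galactose medium; growth measured after three days at 30 °C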
3CLpro inhibitor = SARS-CoV 3CLpro protease inhibitors, primary screen, biochemical, quenched FRET. Replicase polyprotein 1ab (Severe acute respiratory syndrome coronavirus), P0C6X7. recombinant SARS-CoV 3CLpro, quenched FRET peptide cleavage. inhibition, % at 6 µM. actives 0.14% (n = 290,000); in the data active = inhibition above about 12%
Vc quorum ag = inducers of Vibrio cholerae quorum light production without autoinducers, primary screen, BH1578 luxS cqsA deficient, single point; V. cholerae BH1578 lux reporter, luminescence, 6 h; activation, % at 18.7 µM; actives 0.16% (n = 350,000); in the data active = activation mostly above about 9.7%, no sharp cut-off; note: not every result past the cut was called active; inactives centre near 0; reference of the scale not given here
MazF activator = activators of E. coli MazEF toxin-antitoxin RNase, primary screen, biochemical, fluorescence, uHTS | actives 0.32% (n = 350,000) | AID 504720, 2011 | FAM/BHQ RNA-DNA oligo cleavage fluorescence, 5 h | activation, % at 20 µM | Endoribonuclease toxin MazF (Escherichia coli (strain K12)), P0AE70; in the data active = activation above about 50%
Target sequence (P0AE70 whole entry, looked up): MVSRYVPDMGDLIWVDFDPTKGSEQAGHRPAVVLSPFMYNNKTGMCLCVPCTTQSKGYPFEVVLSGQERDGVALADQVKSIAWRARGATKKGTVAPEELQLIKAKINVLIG
Yp Topo-I inh = Yersinia pestis topoisomerase I inhibitors, primary screen, biochemical, cleavage product accumulation, plate reader, single point. DNA topoisomerase I (Yersinia pestis CO92). Y. pestis Topo-I cleavage product accumulation. activity, % at 10 µM. actives 0.064% (n = 360,000). AID 504884, 2011; in the data active = activity above about 50%, passing the limit was not always enough; note: inactives centre near 2
DUSP3 inh = VHR1 phosphatase inhibitors, primary screen, biochemical, absorbance, uHTS. Dual specificity protein phosphatase 3 (Homo sapiens), P51452. recombinant VHR phosphatase, pNPP absorbance. inhibition, % at 13.3 µM. actives 0.52% (n = 290,000). AID 1654, 2009; in the data active = inhibition above about 50%; note: some compounds called inactive have numbers as strong as hits
Target sequence (P51452 whole entry, looked up): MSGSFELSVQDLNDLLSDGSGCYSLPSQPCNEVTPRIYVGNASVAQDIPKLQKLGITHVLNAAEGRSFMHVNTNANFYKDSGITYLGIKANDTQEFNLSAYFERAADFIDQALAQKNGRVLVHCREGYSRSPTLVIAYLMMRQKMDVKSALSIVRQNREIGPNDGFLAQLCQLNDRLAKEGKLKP
SSB-PriA inh = inhibitors of Klebsiella pneumoniae PriA binding to SSB C-terminal tail, primary screen, biochemical, AlphaScreen | inhibition, % at 33 µM | AID 1272365, 2023 | actives 0.6% (n = 430,000) | AlphaScreen SSBct-PriA binding, biotinylated peptide; in the data active = inhibition mostly above about 37%, no sharp cut-off; inactive = mostly below about 20%;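 note: plate controls were negative control peptide for no effect and reference peptide for full effect; strong numbers were not always called active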
TcdB GH inh = TcdB glycohydrolase inhibitors, primary screen, biochemical, single point, plate reader; Toxin B (Clostridioides difficile), P18177; TcdB glycohydrolase enzymatic assay; inhibition, % at 9.99 µM; actives 0.24% (n = 350,000); in the data active = inhibition above about 10%
The depositor's hits bear a star; i = inactive; nt = not tested or not shown. Only part of the results is shown; count on the stated rates, not on these rows.

SMILES	Rv3671c protease	Anthrax LF prot	PfHsp40 rescue	3CLpro inhibitor	Vc quorum ag	MazF activator	Yp Topo-I inh	DUSP3 inh	SSB-PriA inh	TcdB GH inh
COc1ccc(C2(O)CCN(CCCCOc3ccccc3)CC2)cc1	-4.9	-0.6	-0.5	3.5	-1.7	19.1	15.5	4.0	0.9	1.9
O=C(NCCCN1CCOCC1)c1ccc(NS(=O)(=O)c2ccccc2)cc1	0.6	5.8	-0.3	5.3	7.7	6.4	5.2	3.6	-5.4	1.2
COc1ccc(NC(=O)CSCC(=O)OCc2cccc(OC)c2OC)cc1	-7.7	-1.2	0.4	nt	-0.6	6.9	8.3	nt	-12.4	3.6
COc1cccc(F)c1C(=O)NC(=O)Nc1ccc2nc(C)oc2c1	-5.2	-2.1	-0.6	6.4	-0.5	-138.2	-2.3	20.6	4.2	nt
O=C1CCCN1c1cccc(Br)c1	-13.9	-1.1	-0.4	1.2	i	-1.7	-17.0	13.2	-23.4	nt
CC(C)(C)OC(=O)[C@H](CCCCN)NC(=O)c1nc[nH]c1C(=O)NCCCCCN	-3.7	-1.4	0.5	nt	-0.5	-2.9	1.7	nt	-25.4	0.4
O=C1CC(C2CCCO2)C(=O)N1c1ccccc1 (stereo not drawn)	2.5	-2.9	-0.3	1.5	-0.7	-2.0	-13.6	-5.3	1.8	nt
O=C(NCCc1ccccc1)C(=Cc1ccc(C(=O)O)cc1)C(=O)NCCc1ccccc1	3.6	-3.2	-0.3	-5.3	0.2	7.1	-2.0	24.2	-5.2	-0.3
O=c1cc2c(=O)oc3cc(O)c(O)oc3c2c(O)c1O	nt	-21.0	19.3	0.4	-8.3	54.7*	-5.2	111.6*	5.8	-5.1
Cc1c(C(=O)Nc2ccccn2)sc2nc3n(c(=O)c12)CCC3	-2.9	1.4	-1.1	2.3	i	-2.6	2.0	-5.5	8.3	0.7
COc1ccc(CNC(=O)C2CCN(c3nc(-c4ccccc4)nc4c3CCC4)CC2)cc1	-11.2	-0.8	-0.1	-3.7	i	-14.2	-5.2	9.7	5.3	0.2
COC(=O)c1ccccc1NC(=O)N1CCN(C/C=C/c2ccccc2)CC1	-6.5	-1.7	-0.5	-1.0	-0.9	-3.4	7.5	19.9	5.5	nt
C[C@H]1NC(=O)[C@@]2(C)[C@@H](c3ccccc3)[C@H]3COc4ccccc4[C@@H]3N2C1=O	-10.7	8.5	0.5	nt	i	5.4	0.4	nt	-11.3	-0.5
CCCCCOC(=O)C1=C(C)NC(=O)NC1c1ccccc1 (stereo not drawn)	nt	7.4	1.5	1.0	-1.5	5.3	-4.4	16.6	-18.4	2.9
CCOC(=O)CS(=O)(=O)CC(=O)Nc1ccc([N+](=O)[O-])cc1OC	-8.1	-6.6	0.1	-0.6	1.4	-11.7	-7.3	6.7	13.7	-0.4
C#CCN(CC=C)C(=O)CCc1nnc(COc2ccccc2)o1	1.9	0.6	-0.6	0.3	-5.6	-2.9	-3.1	-4.8	-11.9	2.1
CC1(C)Cc2ccccc2C(C(=O)c2ccccc2)=N1	1.9	-1.8	-0.8	-0.9	-0.9	-1.3	1.7	5.2	-17.9	1.3
OCCN1CCN(c2ncnc3ccc(Br)cc23)CC1	-5.0	-4.7	-0.3	-2.6	-0.3	-3.0	-3.9	-16.1	1.7	-0.2
CCc1nn(CC(=O)N2CCCCCC2)c(=O)c2cc3ccccc3n12	1.9	-0.6	-0.7	6.3	-6.2	2.2	-1.4	2.8	1.3	3.2
CCCc1nnc(NC(=O)CCC(=O)N2CCN(S(=O)(=O)c3ccc(OC)cc3)CC2)s1	4.6	-2.6	-1.3	-1.3	-0.2	-1.3	23.6	24.6	12.0	0.8
Cc1ccc(Cl)cc1N1CCN(S(=O)(=O)c2ccc3c(c2)NC(=O)C(C)C(=O)N3)CC1 (stereo not drawn)	-22.7	-4.3	-0.1	5.3	-0.4	-5.4	1.2	29.1	-6.5	1.2
CC(Oc1ccc(S(=O)(=O)N2CCCC2)cc1[N+](=O)[O-])C(=O)NC1(C#N)CCCCC1 (stereo not drawn)	-10.1	-9.5	0.2	nt	-3.1	-2.6	15.8	nt	11.2	-1.3
CCn1c(COc2ccccc2C)nnc1SCC(=O)CC(=O)Nc1ccccc1	1.4	-11.4	0.4	-2.8	-0.2	-0.2	-6.6	-4.0	1.4	nt
Cc1csc2c(N3CCN(C(=O)Nc4ccc(OC(F)(F)F)cc4)CC3)ncnc12	-18.0	8.2	-1.2	-8.3	-0.3	10.5	11.2	-4.8	-5.7	0.2
FC(F)(F)c1cccc(Nc2nc(N3CCOCC3)nc(N3CCOCC3)n2)c1	-0.8	0.6	-0.5	9.2	-0.4	-1.7	-5.8	-13.5	-10.6	0.5

The final five records of the part before open the next one.
SMILES	Rv3671c protease	Anthrax LF prot	PfHsp40 rescue	3CLpro inhibitor	Vc quorum ag	MazF activator	Yp Topo-I inh	DUSP3 inh	SSB-PriA inh	TcdB GH inh
Cc1ccc(Cl)cc1N1CCN(S(=O)(=O)c2ccc3c(c2)NC(=O)C(C)C(=O)N3)CC1 (stereo not drawn)	-22.7	-4.3	-0.1	5.3	-0.4	-5.4	1.2	29.1	-6.5	1.2
CC(Oc1ccc(S(=O)(=O)N2CCCC2)cc1[N+](=O)[O-])C(=O)NC1(C#N)CCCCC1 (stereo not drawn)	-10.1	-9.5	0.2	nt	-3.1	-2.6	15.8	nt	11.2	-1.3
CCn1c(COc2ccccc2C)nnc1SCC(=O)CC(=O)Nc1ccccc1	1.4	-11.4	0.4	-2.8	-0.2	-0.2	-6.6	-4.0	1.4	nt
Cc1csc2c(N3CCN(C(=O)Nc4ccc(OC(F)(F)F)cc4)CC3)ncnc12	-18.0	8.2	-1.2	-8.3	-0.3	10.5	11.2	-4.8	-5.7	0.2
FC(F)(F)c1cccc(Nc2nc(N3CCOCC3)nc(N3CCOCC3)n2)c1	-0.8	0.6	-0.5	9.2	-0.4	-1.7	-5.8	-13.5	-10.6	0.5
O=C(c1cc2c(F)cccc2s1)N1CCCC1	-3.4	0.4	-0.2	2.4	-0.3	-0.8	-1.9	24.3	-17.8	0.3
COc1ccc(OC)c(NC(=O)C2(C)CCN2Cc2ccc(OC)c3ccccc23)c1 (stereo not drawn)	nt	-7.1	nt	nt	-0.7	nt	-0.5	nt	nt	0.5
O=C(Cc1cccs1)NCc1cccs1	4.4	-3.8	0.2	-3.5	-0.4	2.0	-2.3	-23.9	-1.8	0.9
Cc1cnn(-c2ccc3nnc(-c4ccc(Cl)cc4)n3n2)c1	5.6	-2.0	1.8	2.8	-0.4	-4.4	-2.2	14.0	-18.0	nt
COCCNC(=O)CN1C(=O)COc2ccc(Cl)cc21	-10.7	-13.8	-1.8	-7.2	-0.2	4.1	6.3	7.6	-5.7	0.9
CCCCc1cc(=O)oc2cc(OCC(=O)N[C@@H](Cc3ccccc3)C(=O)O)ccc12	1.9	-5.9	6.9	-1.8	-0.4	4.0	11.7	8.4	0.3	-0.4
Cc1ccnc(NC(=O)CSc2ccccn2)c1	-2.2	2.5	-0.5	1.4	-0.5	-6.0	-6.0	36.0	-5.4	0.1
O=C(CSc1nnc(-c2ccncc2)n1-c1ccc(F)cc1)NNC(=O)c1cccc(O)c1	-1.1	-2.9	0.9	-2.4	-0.7	-8.3	0.4	7.6	-1.7	0.0
O=C(O)C1CCCN1c1nc(-c2ccc(Cl)c(Cl)c2)cc(C(F)(F)F)n1 (stereo not drawn)	4.0	-6.7	0.2	nt	2.7	2.2	10.5	nt	-16.7	0.3
CC(=O)Nc1ccc(C(=O)CSc2nnc(-c3ccccc3F)n2CCc2ccccc2)cc1	nt	nt	0.9	nt	-0.7	2.8	24.8	nt	15.0	2.0
CCN1C(=O)[C@@H]2[C@@H](c3ccc(-c4ccc(F)cc4)c(OC)c3)N3CCCC[C@@]3(C(=O)OC)[C@@H]2C1=O	-9.3	5.7	19.2	nt	-0.4	-64.7	0.5	nt	-9.1	5.6
COc1ccc(Cn2nnc(C(=O)Nc3ccc4c(c3)OCCO4)c2N)cc1Br	-27.4	-7.3	-1.2	6.4	i	8.7	-0.1	-7.2	-1.9	2.1
CCCC(=O)n1nc(-c2ccco2)nc1N	11.8	7.8	2.2	-3.1	-0.6	-4.5	-2.8	29.4	5.2	nt
[O-][n+]1cccc(C(O)c2ccccc2)c1 (stereo not drawn)	3.4	-16.5	-0.1	-0.6	-0.3	4.8	-3.9	17.9	-16.7	0.3
Cc1c(C(=O)N2CCCC(C)(C(=O)NS(=O)(=O)C3CC3)C2)oc2ccccc12 (stereo not drawn)	nt	0.1	nt	nt	-0.3	nt	7.4	nt	nt	-0.9
O=[N+]([O-])c1ccc(S(=O)(=O)NCC(c2cccnc2)N2CCOCC2)cc1 (stereo not drawn)	3.0	0.0	4.3	-4.0	-0.3	-3.8	-1.5	32.4	-8.2	0.5
CC(C)(C)NC(=O)C(c1ccc(F)cc1)N(Cc1ccco1)C(=O)CCC(=O)Nc1nccs1 (stereo not drawn)	-7.7	1.5	-1.1	-0.1	-0.2	0.0	18.2	11.3	5.7	1.2
CCCC(=O)Nc1cccc(S(=O)(=O)N(C)c2ccccc2)c1	-2.9	-1.6	-1.4	-0.4	i	6.2	3.8	-2.7	-9.8	nt
C/C(=C\C(=O)c1ccc(Br)cc1)NCc1ccc(C)cc1	-2.5	-2.0	2.1	11.3	-2.8	-14.8	46.8	7.8	nt	nt
C=CCn1c(N)c(C(=O)NCC2CCCO2)c2nc3ccccc3nc21 (stereo not drawn)	-122.9	0.9	0.3	3.9	i	5.4	-0.2	1.1	-24.4	nt
C=CCn1c(SCC(=O)Nc2ccc3c(c2)OCCO3)nc2cc(C(=O)O)ccc2c1=O	5.1	-1.4	0.7	nt	i	0.3	3.9	nt	-1.9	-1.2
CN(C)c1ccc(P(=O)(OCc2ccccc2)C(O)c2cccnc2)cc1 (stereo not drawn)	-11.8	0.3	-0.8	0.1	i	3.0	14.6	-4.6	-11.1	nt
Cc1sc(NC(=O)c2ccco2)c(C(c2ccncc2)N2CCOCC2)c1C (stereo not drawn)	-3.2	-1.6	-1.2	-2.6	-0.2	6.4	26.3	23.5	-6.2	nt
CC(=O)c1ccc(N2C(=O)CC(N3CCN(S(=O)(=O)c4cc(C)ccc4C)CC3)C2=O)cc1 (stereo not drawn)	-10.1	-3.5	0.2	nt	i	-3.4	17.7	nt	7.6	3.2
COc1ccc(CNC(=O)c2csc(Cc3ccc(OC)cc3)n2)cc1	3.6	-1.9	2.0	9.0	-7.2	-2.5	12.5	-6.5	-34.6	nt
COC(=O)c1sc(NC(=O)c2ccoc2C)nc1C	nt	2.4	-1.5	1.8	nt	2.2	7.7	5.1	-16.4	nt
C=CCOC(=O)C1=C(C)Nc2ncnn2C1c1cccs1 (stereo not drawn)	-2.4	-1.8	0.6	-2.2	i	-1.0	4.2	15.8	1.1	nt
CC(=O)Nc1ccc(NC(=O)c2ccc(NS(=O)(=O)c3cc(C(C)(C)C)ccc3C)cc2)cc1	-80.6	-1.2	-2.7	-1.7	-2.3	5.6	-3.1	1.1	-1.7	1.5
COc1ccc(S(=O)(=O)Nc2ccc(S(=O)(=O)NCC3CCCO3)cc2)cc1 (stereo not drawn)	-6.1	5.4	-1.3	-0.1	i	11.7	13.0	-12.4	1.2	2.0
COc1ccc(OCC(O)Cn2c(Br)nc3c2c(=O)[nH]c(=O)n3C)cc1 (stereo not drawn)	11.5	-6.6	0.5	-4.7	nt	-4.6	3.9	-7.7	4.6	nt
